# KDM5B inh: Primary screen for KDM5B Histone Demethylases FDH-coupled qHTS; KDM5B demethylase, FDH-coupled NADH fluorescence (FDH is formaldehyde dehydrogenase); Potency, µM (titrated, usually from 57.7 µM), inactives show at the highest dose activity change, negative = inhibition, hits mostly inhibitors; actives 2.6% (n = 220,000); AID 1347165, 2019; active = well fitted inhibition curve with a large enough effect; inconclusive = small, poorly fitted or top-dose-only effect; inactive = no such curve, though single readings can be large or run the other way; also: 0% is about no effect; nearly all actives have a fitted effect of over 70% in size
#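 qHTS format, multiple compound concentrations. Buffer 50 mM HEPES pH 7.5/0.01% Tween-20; 200 nM KDM5BΔAP final; 10 min compound preincubation; substrate-mix levels 12.5 µM peptide, 25 µM α-KG, 0.25 mM NAD⁺; 30 min RT; ΔRFU.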
# The depositor's hits bear a star; ? = inconclusive; [ ] = dose if it differs, or a comment. Potency is read from the fitted curve at half-maximal effect.
SMILES,KDM5B inh
COCC(=O)Nc1ccc([C@H]2OCC(=O)N(Cc3cccnc3)[C@@H]2CO)cc1,21%[86.2 µM]
CC(C)NC(=O)N1[C@@H]2CC[C@H]1CC(NC(=O)c1ccc(F)cc1)C2 (stereo partly drawn),13%
O=C1NC2(Cc3ccccc31)CN(C(=O)c1cccc3c1OC(F)(F)O3)C2,5%[115 µM]
Cc1ccc(CN2C(=O)[C@@H]3C[C@@H](O)CN3C3(CN(Cc4cccc(OC(F)(F)F)c4)C3)C2=O)o1,?
Cc1nn(C)c(C)c1CCC(=O)N[C@@H]1CN(c2ncccn2)C[C@H]1CO,?
Cc1c(-c2cccc3ccccc23)c(=O)oc2ccc(Br)cc12,?
COc1ccc(-c2cc3nc4c(c(=O)n3[nH]2)CN(C(=O)Cc2ccc(NC(C)=O)cc2)CC4)cc1,14µM*
CC(C)c1ccc(NC(=O)CSc2nnc(-c3ccccc3Cl)n2C)cc1,12%
Cc1nc(CN2CCOC3(CCN(Cc4ccccc4Cl)CC3)C2=O)cs1,?
NC(=O)c1ccsc1NC(=O)CSc1ccc2c(c1)CCC2,-9%
Cc1ccc(NC(=O)Cn2ccn(-c3ccc(F)c(F)c3)c(=O)c2=O)cc1C,?
CCCn1nc(C)c(Cn2cc(-c3nccn3C)nn2)c1C,11%
CC(C)[C@H]1CN(Cc2ccccc2C#N)C[C@@H]1NC(=O)C1CCOCC1,-16%
O=C(NC1CCCCC1)[C@H]1O[C@H](CCN2CCN(Cc3ccccc3)CC2)CC[C@@H]1O,-19%[86.2 µM]
Cc1cccc(OCC(=O)N(Cc2cccs2)c2ccc(Cl)cc2)c1C,-19%
COc1ccc(-c2nc(CNC(=O)Nc3ccccc3)c(C)o2)c(OC)c1,?
O=C(NCc1cccs1)c1cc2c(s1)CCN(C(=O)c1ccc(F)cc1)C2,-12%
Cc1cc(CN2CCC3(C2)C(=O)N(c2ccccc2)c2ccccc23)no1 (stereo not drawn),0%[115 µM]
O=C(COC(=O)C1CCN(S(=O)(=O)c2cccs2)CC1)Nc1ccc(F)cc1F,32%
CC1(C)CC(NC(=O)CC(=O)NC2CC(C)(C)NC(C)(C)C2)CC(C)(C)N1,-2%
CC(C)Oc1ccc(C(=O)Nc2ccc([N+](=O)[O-])cc2)cc1,7%
O=C1Nc2ccccc2O[C@H]2C[C@@H]1N(Cc1nccs1)C2,5%[86.2 µM]
CC[C@H](C)[C@H](NC(N)=O)C(=O)Nc1ccc(C)cc1,-10%
Cc1nn(C)c2ncc(C(N)=O)c(Oc3ccc(Cl)cc3)c12,2%
Clc1ccccc1CN1CC[C@H](c2nnc(-c3ccccc3)o2)C1,11%[86.2 µM]
Cc1ccc(NC(=S)NNC(=O)C(c2ccccc2)c2ccccc2)c(C)c1,-15%
CC(=O)Nc1cccc(OCCCNC(=O)c2ccc(F)cc2)c1,8%
N#Cc1cccc(NC(=O)Cn2nc3c(N4CCCCC4)nc4ccccc4n3c2=O)c1,-8%
CCc1ccc(C2N3CC4(C)CN2CC(c2ccccc2)(C3)C4=O)cc1 (stereo not drawn),11%
Cc1ccc(CNC(=O)c2cc(S(=O)(=O)N3CCCC(C)C3)cn2C)cc1 (stereo not drawn),?
COc1cccc(C(=O)OC2CCCN(C)C2)c1 (stereo not drawn),-3%
Cc1cn2nc(C(=O)N3CCN(c4ccccc4F)CC3)cc2c(N2CCCC2)n1,32µM*
CCNC(=O)N1CCCC(Cc2ncc(C)n2CC2CC2)C1 (stereo not drawn),7%
O=C(N1CCCC1)C1(CCO)CC12CCOCC2 (stereo not drawn),11%
CCOCc1nc(C2CCCN(C(=O)c3ccc(OCC)cc3)C2)no1 (stereo not drawn),11%
CC(C)NC(=O)CC(=O)Nc1ccc2nc3n(c(=O)c2c1)CCCCC3,-21%
CCNC(=O)Cc1ccc(N(Cc2cccc(F)c2)C(=O)c2ccco2)cc1,-4%
NS(=O)(=O)c1ccc(CCNS(=O)(=O)c2ccc(Cl)nc2)cc1,37%[activator]
COc1ccc(C(C)NC(=O)Cc2ccsc2)cc1F (stereo not drawn),14%
CCOc1ccc(-c2nnc(NC(=O)C3CCCC3)o2)cc1,?
COCCOCC(=O)N1CC(Oc2ccc(-c3nc(C)no3)cc2)C1,15%
Cc1ccc(C)c(N2CCN(CCCNC(=O)Cn3c(-c4cccs4)cc4ccccc43)CC2)c1,?
COCC(=O)Nc1ccc(-c2noc([C@@H]3CCCN3Cc3ccc(F)cc3)n2)cn1,3%[86.2 µM]
O=C(Cn1c(=O)n(-c2ccc(F)cc2)c(=O)c2sccc21)Nc1cccc(C(F)(F)F)c1,14%
COCC(=O)N1CCC(Oc2nccnc2N2CCOCC2)C1 (stereo not drawn),6%
Cc1cccc(S(=O)(=O)N2[C@@H]3CC[C@H]2CC(NC(=O)c2ccncc2)C3)c1 (stereo partly drawn),-14%
O=C(NNc1c(Cl)cccc1Cl)c1sccc1Cl,-2%
O=C(NCCc1cccnc1)c1ccc(Cl)cc1Cl,23%
Cc1ccc(-c2nn[nH]n2)cc1Cl,0%
CC(C)Cn1nc2n(c1=O)CCN(S(=O)(=O)c1cc(F)ccc1F)CC2,40%[activator]
CCCc1nc(SCC(=O)N2CCOCC2)c2c(C)c(C)sc2n1,-41%
O=C(CCNc1c(-c2cccc(F)c2)nc2cnccn12)NCc1ccc(Cl)cc1,28µM*
N#CCCCSc1ccc2c(c1)OCCCO2,15%
N#Cc1ccc(/C=N/Nc2cccc(Cl)c2)cc1,?
CCC/C(=N\N=C(/CCC)c1ccccc1)c1ccccc1,-13%
COc1ccc(NS(=O)(=O)c2ccc(-c3ccccn3)s2)cc1,9%
COc1cccc(CNC(=O)C(=O)NCC(c2cccs2)S(=O)(=O)c2ccccc2)c1 (stereo not drawn),13%
O=C(c1ccn[nH]1)N1CC[C@@H]2[C@@H](CCC(=O)N2CCc2cnc[nH]2)C1,26%
COc1ccc(NC(=O)n2ncc3cc(Cl)ccc32)c(OC)c1,-5%
O=C(Nc1ccc(Oc2ccccc2)cc1)C1CCN(S(=O)(=O)c2ccccc2)CC1,-11%

# Other structures:
SMILES,KDM5B inh
CC1=C(C)CC(C(=O)N2CCc3ccccc3C2)C(C(=O)O)C1 (stereo not drawn),22%
COCCCN1CC2(CCC1=O)CCN(C(=O)Nc1ccccc1F)CC2,5%
COc1ccc(-c2noc(CNS(=O)(=O)c3ccc(Br)cc3)n2)cc1OC,?
CN(Cc1ccsc1)Cc1ccc(C2CCCCO2)o1 (stereo not drawn),-24%
CCCS(=O)(=O)N1C[C@@H](COC)[C@H](c2nc(C)no2)C1,7%
CCOC(=O)c1sc(NC(C)CC)nc1C(F)(F)F (stereo not drawn),-5%
CCn1c(C(=O)N2CCC(C(=O)NCCc3ccccc3)CC2)cc2sccc21,-5%
COC(=O)c1c(C)sc(-c2c(-c3ccc(OC)c(F)c3)[nH]c3c2c(=O)n(C)c(=O)n3C)c1O,-4%
CCc1cc(=O)oc2cc(C)cc(OC(C)C(=O)NC3CC(C)(C)NC(C)(C)C3)c12 (stereo not drawn),?
CCC(C)NC(=O)c1snnc1-c1ccc(OC)cc1 (stereo not drawn),11%
Cc1cc2oc(C(=O)NCCc3ccc(S(N)(=O)=O)cc3)cc(=O)c2cc1C,8%
O=C(/C=C/c1ccc(Br)cc1)NC1CCCC1,12%
O=C1Nc2ccc(Br)cc2/C1=C/C(=O)c1ccc2c(c1)OCO2,?
CCn1cnnc1CC1CCN(C(=O)CCC(=O)n2nc(C)c3ccccc32)CC1,-4%
CCCCn1c(=O)[nH]c(=O)c2c1nc(CNc1cccc(F)c1)n2CCC(C)C,11%

# Among those listed so far, these have a CF3 group.
SMILES,KDM5B inh
Cc1ccc(CN2C(=O)[C@@H]3C[C@@H](O)CN3C3(CN(Cc4cccc(OC(F)(F)F)c4)C3)C2=O)o1,?
O=C(Cn1c(=O)n(-c2ccc(F)cc2)c(=O)c2sccc21)Nc1cccc(C(F)(F)F)c1,14%
CCOC(=O)c1sc(NC(C)CC)nc1C(F)(F)F (stereo not drawn),-5%

# (cont.)
SMILES,KDM5B inh
CCOc1cccc(CN2CCC3(CC2)Cc2ccccc2CNC3=O)c1,24%[115 µM]
CC(NC(=O)Cn1cnc2c1c(=O)n(C)c(=O)n2C)c1ccccc1 (stereo not drawn),-8%
CCC(=O)N1CCN(c2ccc(NC(=O)c3cc4ccccc4cc3OC)cc2Cl)CC1,0%
O=[S+]1([O-])NCC2(CCCN(Cc3cccc4ccccc34)C2)Nc2ccccc21 (stereo not drawn),-26%
O=C(c1cc(-c2ccc(F)cc2)nc2ccccc12)N1CCCC1c1nc(C2CCOCC2)no1 (stereo not drawn),?
CC(C)(C)OC(=O)NC[C@H]1OC[C@@H](N)[C@@H]1O,6%[115 µM]
CCOc1ccc(CNC(=O)c2ccc3c(c2)c(C)c(C)n3C)cc1,?
Cc1ccc(Cl)c(OCC(=O)NN2CCN(C)CC2)c1,16%
CC(C)NC(=O)N1CCN(C(=O)c2ccc(N(C)C)cc2)C[C@H]1C(=O)N[C@@H](CC1CCCCC1)C(N)=O,4%
COc1ccccc1C(=O)Nc1ccc2ncnc(N3CCCCC3)c2c1,-20%
COCC(=O)NC[C@H]1O[C@@H](CO)[C@@H](O)[C@H]1N1CCN(c2ccccn2)CC1,-27%
O=C(N1CC(Oc2ccccc2-c2nc(C3CC3)no2)C1)C1(c2ccccc2)CC1,-26%
CCNC(=O)NC(=O)CN(C)Cc1ccccc1,22%
Cc1ccc2cccc(OCCOc3ccc(C#N)cc3)c2n1,?
CCC1CCCCN1C(=O)CSc1nnc(-c2cccs2)n1N (stereo not drawn),-8%
CC(=O)NC(C)C(=O)NC(C)c1ccc(Cl)cc1 (stereo not drawn),18%
COc1ccc(-n2c(/C=C/c3cccc4ccccc34)nc3ccccc3c2=O)cc1Cl,-2%
O=C(NCc1cccnc1Oc1ccccc1)c1ccncc1,-13%
CC(C)S(=O)(=O)NCC(=O)N1CCCCCNC(=O)CC1c1ccccc1 (stereo not drawn),28%
O=S1(=O)c2c(NCc3ccco3)cccc2Oc2ccccc2CN1Cc1cn(Cc2ccccc2C(F)(F)F)nn1,?
Cc1cccc(CCNC(=O)CCS(=O)(=O)c2cc3c(cc2C)NC(=O)CO3)c1,5%
CCOc1ccc2oc(=O)cc(CN3CCN(C(=O)c4cccc(Cl)c4)CC3)c2c1,?
CN(C(=O)Cc1nn(C)c(=O)c2ccccc12)C1CCCCCCC1,7%
O=C1CC(c2ccccc2)N(Cc2ccncc2)CCCN(C(=O)CCc2ccccc2)CCN1 (stereo not drawn),3%
Cc1cc(C(=O)NCc2ccncc2)sc1C,11%
O=C1CO[C@H]2CCN(Cc3cccc(OC(F)(F)F)c3)CC[C@@H]2N1Cc1c[nH]c2ccccc12,?
Cc1ccc(-c2nn3c(=O)cc(CN4CCN(C(=O)c5ccc(C(C)(C)C)cc5)CC4)nc3s2)cc1,-3%
CN(Cc1ccc(C(F)(F)F)cc1)Cc1ccccc1C(F)(F)F,10%[86.2 µM]
O=C(c1ccccc1Cl)N1CCN(S(=O)(=O)N2CCCCC2)CC1,29%
CCc1noc(-c2cn(C3CCN(C(=O)c4ccc(Cl)s4)C3)nn2)n1 (stereo not drawn),16%
Cc1ccc(NC(=O)N2CCC(CN3CCC(C)CC3)CC2)cc1F,4%
CCN(CC)CCNC(=O)c1nc(-c2ccc3[nH]ccc3c2)no1,14%
Clc1ccccc1Cc1cn2cc(-c3ccccc3)nc2s1,-37%
COc1ccc(Cl)cc1-c1ccc2c(c1)C(=O)N1CCN(C(=O)c3ccc(N(C)C)cc3)C[C@@H]1C(=O)N2,32µM*
O[C@@H]1C[C@@H](c2nnc3n2CCN(C2CCCCC2)C3)N(Cc2cccnc2)C1,?
FC(F)(F)c1ccc(Cl)c(N/N=C/c2cccc(Cl)c2Cl)c1,9%
CCCN(Cc1cc2cc(C)ccc2[nH]c1=O)C(=O)c1cccnc1,?
Cc1cc(C)c2c(NC(=O)c3ccccc3)c(C(=O)Nc3ccc(F)cc3)sc2n1,-8%
COc1ccc(C)cc1NC(=O)CC(c1cccc(F)c1)n1cccc1 (stereo not drawn),-30%
Cc1oc(-c2ccc(C(=O)NCc3ccc(Cl)cc3)cc2)nc1CS(=O)(=O)c1ccccc1,?
COC(=O)c1[nH]c2ccccc2c1Sc1ccccc1,?
CN(C)C(=O)CCC(=O)N1CCC(c2cc(Cc3ccccc3)[nH]n2)CC1,5%
O=C(c1cc2cc(Br)ccc2[nH]1)N1CCc2ccccc21,?
CCc1ccc(Cn2c(CNS(=O)(=O)c3ccc(F)c(Cl)c3)nc3cccnc32)cc1,-23%
CCOc1ccc(NC(=O)c2cc(OC)nc3ccccc23)cc1,16%
COc1ccc(-c2nc3scc(CCNS(=O)(=O)c4ccc5c(c4)OCCO5)n3n2)cc1,-10%

# 7 records picked at random from the list so far:
SMILES,KDM5B inh
O=C1Nc2ccc(Br)cc2/C1=C/C(=O)c1ccc2c(c1)OCO2,?
CN(Cc1ccsc1)Cc1ccc(C2CCCCO2)o1 (stereo not drawn),-24%
CCNC(=O)Cc1ccc(N(Cc2cccc(F)c2)C(=O)c2ccco2)cc1,-4%
Cc1ccc(CNC(=O)c2cc(S(=O)(=O)N3CCCC(C)C3)cn2C)cc1 (stereo not drawn),?
O=C(Cn1c(=O)n(-c2ccc(F)cc2)c(=O)c2sccc21)Nc1cccc(C(F)(F)F)c1,14%
COc1ccc(Cl)cc1-c1ccc2c(c1)C(=O)N1CCN(C(=O)c3ccc(N(C)C)cc3)C[C@@H]1C(=O)N2,32µM*
O[C@@H]1C[C@@H](c2nnc3n2CCN(C2CCCCC2)C3)N(Cc2cccnc2)C1,?

# Screening data from PubChem BioAssay.

# These rows are one share of the data; count on the stated rates, not on these rows.
